Screening results as filed in PubChem BioAssay.
FLuc modulator – counter-screen for miR-21 project: firefly luciferase inhibitors or activators; 360,000 tested, 6.9% active; purified FLuc, Km substrates, luminescence inhibition; Potency, µM (titrated, usually from 57.5 µM), for the others: at the top dose activity change, negative = inhibition, usual class: inhibitors; AID 588342; active = well fitted inhibition curve with a large enough effect; inconclusive = small, poorly fitted or top-dose-only effect;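 also: plate controls were vehicle for no effect and reference inhibitor for full effect; nearly all actives have a fitted effect of over 55% in size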
Target sequence (P08659 whole entry, looked up): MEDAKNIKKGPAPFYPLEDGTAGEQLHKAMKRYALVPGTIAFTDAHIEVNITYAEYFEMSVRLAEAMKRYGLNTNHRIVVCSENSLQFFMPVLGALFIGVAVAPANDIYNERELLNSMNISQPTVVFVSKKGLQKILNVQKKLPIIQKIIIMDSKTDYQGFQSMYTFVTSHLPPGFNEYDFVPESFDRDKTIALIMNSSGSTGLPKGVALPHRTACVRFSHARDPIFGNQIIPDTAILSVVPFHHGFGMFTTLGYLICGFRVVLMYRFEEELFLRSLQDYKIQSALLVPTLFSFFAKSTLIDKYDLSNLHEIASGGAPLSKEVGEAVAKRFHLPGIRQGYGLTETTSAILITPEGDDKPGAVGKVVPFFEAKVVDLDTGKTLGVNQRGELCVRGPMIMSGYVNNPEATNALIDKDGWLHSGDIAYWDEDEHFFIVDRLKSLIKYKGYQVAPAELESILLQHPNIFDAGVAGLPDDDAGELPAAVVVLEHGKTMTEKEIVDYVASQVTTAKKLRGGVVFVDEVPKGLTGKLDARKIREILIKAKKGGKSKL
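Purified P. pyralis luciferase, 10 nM final, with Km-level 10 uM D-luciferin and 10 uM ATP in 50 mM Tris acetate pH 7.5, 10 mM Mg acetate, 0.01% Tween-20, 0.05% BSA; 6-point qHTS titration about 60 µM downward; luminescence read.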
* = called active by the depositor; ? = inconclusive. Potency is read from the fitted curve at half-maximal effect.

SMILES	FLuc modulator
CCN(CC)c1ccc(NC(=O)CCCN2C(=O)C(c3ccccc3)Oc3cccnc32)c(C)c1 (configuration not stated)	-7%
Cc1ccc(NC(=O)CSc2nc3ccc(NC(=O)c4ccco4)cc3s2)c(C)c1	-18%
COc1ccc(-c2nn3c(=O)cc(CN4CCN(C(=O)Nc5ccc(C)c(Cl)c5)CC4)nc3s2)cc1	-3%
COc1ccc(CNc2nc(-c3ccc(Cl)cc3)cc(C(F)(F)F)n2)cc1	-3%
CCOc1ccccc1NC(=O)c1c(NCc2ccc(C)o2)sc2c1CCCCC2	?
O=C(Cc1ccccc1F)N1CCC(c2nc3c(nnn3Cc3ccc(F)cc3)c(=O)[nH]2)CC1	-3%
COc1cccc(NC(=O)CSc2nnc(NC(=O)NC3CCCCC3)s2)c1	1.5µM*
CCOc1ccc2c(c1)c(=O)c(C(=O)c1ccc(CC)cc1)cn2CC(=O)Nc1ccccc1OC	-4%
Cc1ccc(NC(=O)C(Cc2ccccc2)n2cccc2)c(C)c1 (configuration not stated)	-18%
COc1ccc(-c2nn3c(-c4ccccc4C)nnc3c3ccccc23)cc1	2%
Cc1cc(C)c2c(C)c(C(=O)N3CCC(c4nc5ccccc5s4)CC3)oc2c1	-17%
CCOC(=O)c1ccccc1NC(=O)c1ccc2c(Cl)c3c(nc2c1)CCC3	5.4µM*
Cc1ccnc(NS(=O)(=O)c2ccc(NC(=O)c3ccc(C)c(C)c3)cc2)n1	?
COc1ccccc1N1CCN(C(=O)c2oc3ccccc3c2NC(=O)C(C)Oc2ccccc2)CC1 (configuration not stated)	-2%
Cn1c(=O)[nH]c(=O)c2c1nc(NCCc1ccccc1)n2Cc1ccc(F)cc1	-2%
COC(=O)c1ccc(Cl)cc1NC(=O)N1CCC(CN2CCC(C)CC2)CC1	-4%
CCCOc1ccc(C2C(=O)N(C3CCCCCC3)CC(=O)N2Cc2ccccc2OC)cc1OC (configuration not stated)	7%
CCC(C(=O)Nc1nnc2n1CCS2)c1ccccc1 (configuration not stated)	1%
CC(=O)N1CCCc2cc(S(=O)(=O)Nc3ccc(OC(F)(F)F)cc3)ccc21	-6%
CCCCNC(=O)c1ccc2c(c1)NC(=O)C(C(C)C)N2 (configuration not stated)	-7%

Filtered by structure: those above with fluorine.
SMILES	FLuc modulator
COc1ccc(CNc2nc(-c3ccc(Cl)cc3)cc(C(F)(F)F)n2)cc1	-3%
O=C(Cc1ccccc1F)N1CCC(c2nc3c(nnn3Cc3ccc(F)cc3)c(=O)[nH]2)CC1	-3%
Cn1c(=O)[nH]c(=O)c2c1nc(NCCc1ccccc1)n2Cc1ccc(F)cc1	-2%
CC(=O)N1CCCc2cc(S(=O)(=O)Nc3ccc(OC(F)(F)F)cc3)ccc21	-6%

(continued)
SMILES	FLuc modulator
CC(=O)Nc1ccc(S(=O)(=O)NCCc2csc3nc(-c4cccc(C)c4)nn23)cc1	-6%
CCc1cccc(CC)c1NC(=O)Cc1csc(C)n1	-1%
COc1cccc(NC(=O)Cn2c(=O)n(-c3ccc(C)cc3)c(=O)c3ccccc32)c1	-7%
Cc1ccc(CCNc2nc3ccccc3c3nc(-c4cccnc4)nn23)cc1	-6%
O=C(Nc1ccc(F)cc1)c1cccc(N2CCCS2(=O)=O)c1	?
COc1cc(C(=O)NC(c2ccc(Cl)cc2)c2cc(Cl)c3cccnc3c2O)cc(OC)c1OC (configuration not stated)	-1%
Cc1cccc(NC(=O)N2CCC(n3c(C)nc4cccnc43)CC2)c1	-3%
CCOCCn1ccc2c(OCC(=O)NCc3ccc(F)cc3)cccc2c1=O	-1%
Cc1ccc2c(c1)N(C(=O)N1CCC(C(=O)NCCC3=CCCCC3)CC1)CC(C)O2 (configuration not stated)	-19%
COc1cc2ccccc2cc1C(=O)N1CCN(c2nc3c(F)cc(F)cc3s2)CC1	-8%
CCCCn1c(CN2CCN(c3ccc(OC)cc3)CC2)nc2c1c(=O)[nH]c(=O)n2C	2%
O=C(Nc1ccc(C(F)(F)F)cc1)c1cc(S(=O)(=O)NC2CCCCCC2)ccc1F	4%
CCc1ccc(NCc2cccn2-c2nnc(N3CCCCCC3)s2)cc1	?
COc1ccc(-c2noc(COc3ccc(Br)cc3C)n2)cc1OC	-8%
COc1cccc(CSc2nc3n(n2)C(c2cccnc2)C(C(=O)Nc2ccccc2C)=C(C)N3)c1 (configuration not stated)	-5%
COc1ccc(-n2c(SCc3ccccc3)nc3c([nH]c4ccccc43)c2=O)cc1	1%
Cc1ccc(C)c(Nc2nn3c(=O)c4ccc(C(=O)NCCC5=CCCCC5)cc4nc3s2)c1	-1%
COCCCNc1nc2c(c(=O)n(Cc3ccccc3)c(=O)n2C)n1C	1%
Cc1ccc2nc(/C(C#N)=C/c3ccc(-c4ccc(F)cc4F)o3)[nH]c2c1	-7%
Cc1cc(C)c2c(-n3cccc3)c(C(=O)NCc3cccc(F)c3)sc2n1	-3%
CCOc1ccc(N(C(C)C(=O)NCCSc2ccc(Cl)cc2)S(C)(=O)=O)cc1 (configuration not stated)	-14%
CCCSc1ncc(Cl)c(C(=O)Nc2c(C(=O)Nc3ccc(C)cc3)oc3ccccc23)n1	0%
COc1cccc(CNC(=O)NCc2noc3ccc(C)cc23)c1	-15%
Cc1oc(-c2cccc(Cl)c2)nc1CN1CCC(C(=O)NCCCN2CCN(c3ccc(F)cc3)CC2)CC1	-15%
CC(C)CCNC(=O)c1ccc(NC(=O)N2CCCCc3ccccc32)cc1	1%
Cc1sc2ncn(CC(=O)Nc3ccc(C(C)C)cc3)c(=O)c2c1S(=O)(=O)N1CCN(c2ncccn2)CC1	-1%
O=C(Nc1cccc(C(F)(F)F)c1)c1cc(-c2ccc3c(c2)OCCO3)on1	1.5µM*
CCOc1ccccc1NC(=O)C(C)N(c1ccccc1)S(C)(=O)=O (configuration not stated)	0%
COc1cc(NC(=O)Cn2c(-c3ccccc3)cc(C(C)=O)c2C)cc(OC)c1	1%
CC1CCCN(Cc2c(O)ccc3c(=O)c(Oc4ccc(C(C)(C)C)cc4)c(C(F)(F)F)oc23)C1 (configuration not stated)	-1%
CCOC(=O)c1ccccc1NC(=O)c1cc2c(=O)oc3ccc(C)cc3c2s1	0%
Cc1ccc(S(=O)(=O)n2nc(-c3ccco3)nc2NCc2ccc(N(C)C)cc2)cc1	0%
COc1ccc(-c2cc(OC(=O)c3ccccc3)c3c(C)oc(C)c3c(=O)c2)cc1OC	-16%
CCc1cccc(NC(=O)CCS(=O)(=O)c2ccc(C)cc2)c1	-8%
Cc1ccccc1NC(=O)CCN1C(=O)c2ccccc2Sc2ncccc21	-1%
COc1ccc(C)cc1NC(=O)Cn1c(=O)ccc2cc(S(=O)(=O)N3CCCC3)ccc21	-6%
C=CCc1ccccc1OCC(O)CN1CCN(c2ccccc2)CC1 (configuration not stated)	-17%
CSc1ccc(CCNC(=O)c2cnc3c(C)cccn3c2=O)cc1	-5%
Cc1ccc(Nc2c(-c3ccc(N(C)C)cc3)nc3ccccn23)cc1	7.6µM*
Cc1ccccc1CNC(=O)C(=O)NCC(c1cccs1)S(=O)(=O)c1cccs1 (configuration not stated)	-9%
COc1ccc(NC(=O)CSc2cn(CCNC(=O)c3ccc(OC)cc3)c3ccccc23)cc1	?
Cc1cccc(NC(=O)CCNS(=O)(=O)c2ccc3c(c2)CCCC(=O)N3)c1C	-3%
COc1ccc(C(=O)NCc2ccc3c(c2)CCN3C(C)=O)c(OC)c1	-7%
CCn1cc2nc(SCC(=O)Nc3ccc(C)cc3C)n(Cc3ccc(C)cc3)c(=O)c2n1	6%
CCCc1cnc2c(c1SCC(=O)Nc1c(C)cc(C)cc1C)c(=O)n(C)c(=O)n2C	0%
CCOC(=O)c1c(C)[nH]c(C)c1S(=O)(=O)N1CCC(C(=O)NCc2ccc(OC)cc2)CC1	3%
CCOC(=O)c1ccccc1NC(=O)N(Cc1ccco1)C1CCN(C(C)=O)CC1	2%
Cc1ccc(CN2C(=O)C(=O)c3cc(Br)cc(C)c32)cc1	?
CCc1cc2c(cc3c(=O)n(CC(=O)NCc4cccc(Cl)c4)nc(CC)n32)s1	-3%
COC(=O)c1cc2oc(C)cc2n1Cc1c(C)cc(C)cc1C	6%
CCc1ccc(N2C(=O)CSC23C(=O)N(Cc2ccc(C)cc2)c2ccccc23)cc1 (configuration not stated)	-17%
COc1cccc(CNC(=O)C2CCCN(S(=O)(=O)c3ccc4c(ccn4C)c3)C2)c1OC (configuration not stated)	5%
COc1ccc(-c2cc3c(=O)n(CC(=O)Nc4cc(C)ccc4C)ccn3n2)cc1	3%
CC(=O)c1c(C)oc2ccc(N(C(=O)Oc3ccccc3)S(=O)(=O)c3ccc(Cl)cc3)cc12	4%
CC(C)c1ccc(Nc2c(-c3ccc(N(C)C)cc3)nc3cnccn23)cc1	?
CCOc1ccc(NC(=O)c2c(NC(=O)c3ccccc3F)sc3c2CCC3)cc1	-10%
CCCN1CCc2nc(N3CCN(C)CC3)ncc2C1	-5%
COc1ccc(NC(=O)c2cc3cc(C)ccc3[nH]2)cc1	-1%
COc1ccc(OC)c(CCNC(=O)CCn2c(=O)c3cccn3c3ccc(F)cc32)c1	-11%
Cc1ccc(Nc2ncc(C(=O)N3CCN(c4ccc(F)cc4)CC3)c3ccccc23)cc1Cl	-3%

Structural class, those above with a CF3 group.
SMILES	FLuc modulator
COc1ccc(CNc2nc(-c3ccc(Cl)cc3)cc(C(F)(F)F)n2)cc1	-3%
CC(=O)N1CCCc2cc(S(=O)(=O)Nc3ccc(OC(F)(F)F)cc3)ccc21	-6%
O=C(Nc1ccc(C(F)(F)F)cc1)c1cc(S(=O)(=O)NC2CCCCCC2)ccc1F	4%
O=C(Nc1cccc(C(F)(F)F)c1)c1cc(-c2ccc3c(c2)OCCO3)on1	1.5µM*
CC1CCCN(Cc2c(O)ccc3c(=O)c(Oc4ccc(C(C)(C)C)cc4)c(C(F)(F)F)oc23)C1 (configuration not stated)	-1%

The list continues:
SMILES	FLuc modulator
N#Cc1ccc(CSc2nc3c(c(=O)[nH]2)CCCC3)cc1	1%
COC(=O)C1=C(c2ccccc2)c2ccccc2S(=O)(=O)N1CC(=O)Nc1cc(C)ccc1C	3%
COc1ccc(C(C(=O)NCc2ccccc2)N(C(=O)Cn2nnc3ccccc32)c2cccc(OC)c2)cc1 (configuration not stated)	1%
CC1CCN(S(=O)(=O)c2cc(C(=O)NCc3ccc(F)cc3)n(C)c2)CC1	-4%
COC(=O)c1ccc(NC(=O)CCc2c(C)nc3c(c2C)c(=O)n(C)c(=O)n3C)cc1	-4%
CCc1ccc(NC(=O)c2ccc3c(c2)N(Cc2ccc(C)cc2)CCS3)cc1	?
Cc1cc(-c2ccc(S(=O)(=O)Nc3ccccc3F)s2)on1	?
Cc1nnc(NC(=O)CSCc2cc(=O)c3cc(Cl)ccc3[nH]2)s1	-1%
Clc1ccc2nc(-c3cccs3)c(Nc3ccc4c(c3)OCCO4)n2c1	3%
Cc1cc(C)c(S(=O)(=O)NCC(c2ccc(N(C)C)cc2)N2CCc3ccccc32)c(C)c1 (configuration not stated)	-1%
O=C(Cn1c(=O)n(Cc2ccc(C(=O)NCc3ccccc3Cl)cc2)c(=O)c2ccccc21)Nc1ccc(F)c(Cl)c1	1%
COc1cc(OC)cc(C(=O)Nc2c(C(=O)Nc3ccc(F)cc3)oc3ccccc23)c1	2.7µM*
CCN(CCCNC(=O)c1cc2c(=O)n(CC)c3ccccc3c2s1)c1ccccc1	1%
CCN1CCN(C(c2ccccc2)c2sc3nc(-c4ccco4)nn3c2O)CC1 (configuration not stated)	3%
CN(C)c1oc(/C=C/c2ccc(F)cc2)nc1C#N	?
O=C(CSc1nnc(CNC(=O)c2ccccc2F)n1-c1ccccc1)Nc1ccccc1F	-4%
COCCCNC(=O)c1cc2n(n1)CCCN(Cc1ccc(C)cc1)C2=O	-1%
COc1cc(-c2nc(SCC(=O)Nc3ccc(C)cc3)c(-c3ccc(F)cc3)[nH]2)cc(OC)c1OC	-19%
CC(C)CC(=O)N(Cc1ccccc1)S(=O)(=O)c1ccc2c(c1)oc(=O)n2C	-3%
Cc1cc(C)c(Cn2c3ccccc3c3cnn(CC(=O)NCc4ccc(Cl)cc4)c(=O)c32)c(C)c1	2%
Cc1cc(=O)[nH]c2nnc(SCC(N)=O)n12	0%
Cc1cc(C)cc(NC(=O)Cn2cc(S(=O)(=O)NC(C)(C)C)c(S(=O)(=O)NC(C)(C)C)c2)c1	-1%
Cc1ccc(NC(=O)CSc2nnc3scc(-c4ccccc4)n23)cc1	-7%
COc1ccc(OC)c(CNC(=O)c2ccc(NC(=O)c3nsc4ccccc34)cc2)c1	6.7µM*
CCc1ccc(NC(=O)C2CCCN(S(=O)(=O)c3ccc4c(c3)oc(=O)n4C)C2)cc1 (configuration not stated)	2%
Cc1ccc(CNC(=O)c2ccc(NC(=O)c3nsc4ccccc34)cc2)cc1	6.7µM*
CCOc1ccccc1NC(=O)CN(CCc1ccccc1)S(=O)(=O)c1ccc(C)cc1	-6%
CCOC(=O)c1sc2ncn(CC(=O)Nc3cc(C)cc(C)c3)c(=O)c2c1C	2%
Cc1ccc(Cn2cc(CCC(=O)NCC(C)c3ccccc3)c3ccccc32)cc1 (configuration not stated)	-11%
CCOc1ccc(-c2nc(CNC(=O)Nc3ccccc3)c(C)o2)cc1	-4%
CCN(C(=O)Cn1cnc2sc(C)c(S(=O)(=O)N3CCN(c4ncccn4)CC3)c2c1=O)c1ccccc1F	4%
CN(Cc1ccccc1)C(=O)CSc1c2c(nc3ccc(Cl)cc13)CCCC2	-1%
COc1ccc(C2C=C(c3ccccc3)Nc3nc(NC(=O)/C=C/c4ccc(Cl)cc4)nn32)cc1 (configuration not stated)	-2%

Looked up by structure from the entries so far, two records:
SMILES	FLuc modulator
COc1ccc(NC(=O)c2cc3cc(C)ccc3[nH]2)cc1	-1%
CC(=O)Nc1ccc(S(=O)(=O)NCCc2csc3nc(-c4cccc(C)c4)nn23)cc1	-6%

An excerpt. The share of hits here may be higher or lower than overall.
